Myeloid diff MLP – promotes myeloid progenitor differentiation | ER-HoxA9 myeloid progenitors, lysozyme-GFP differentiation, flow cytometry | calls only at 10 µM | hit rate 1% among 360,000;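 active = normalized GFP-positive differentiation at or above the plate's own cutoff, the solvent-only control mean plus 3 SD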;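 note: cells exposed to compound for four days before flow analysis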
GPR55 antagonists – inhibition of LPI-stimulated GPR55 beta-arrestin translocation – imaging, U2OS, beta-arrestin-GFP, LPI agonist, primary screen (AID 2013); inhibition, % at 10 µM, or IC50 in µM where a hit was titrated; U2OS GPR55 beta-arrestin-GFP translocation imaging, LPI antagonism; higher % means a stronger effect; hit rate 0.13% among 290,000;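 active = spots per cell inhibited over 60%, with over 100 cells counted and total cytoplasm intensity under 500,000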;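 note: U2OS cells stably carrying GPR55 and arrestin-GFP stimulated by 5 µM LPI near EC80; imaged beta-arrestin-GFP aggregate spots per cell after agonist stimulation; plate controls were LPI-stimulated DMSO wells for no effect and DMSO wells without LPI for full effect; some results filed as inactive read as strong as hits; confirmed hits need IC50 under 10 µM and bright autofluorescent wells are also inconclusive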
GPR55 beta-arrestin – GPR55 agonists via beta-arrestin recruitment, primary screen, imaging, U2OS cells, beta-arrestin-GFP redistribution (AID 1961). U2OS GPR55 beta-arrestin-GFP redistribution imaging; higher % means a stronger effect. one-dose activation, % at 10 µM; EC50 in µM for titrated hits. hit rate 0.048% among 290,000;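 active = activation above 40% with more than 50 cells counted in the well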;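 note: U2OS osteosarcoma cells stably expressing GPR55 and beta-arrestin-GFP; plate controls were DMSO negative control for no effect and LPI positive control for full effect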
KOR beta-arrestin-1 – kappa opioid receptor activators – cell-based, luminescence, uHTS, primary screen (AID 1777); KOR beta-arrestin recruitment, luminescence; higher % means a stronger effect; activation, % at 10 µM, or EC50 in µM where a hit was titrated; hit rate 0.02% among 280,000; in the data active = activation above about 50%, passing the limit was not always enough; note: a part of the inactive calls stands beside numbers as strong as those of hits
GPR35 arrestin U2OS – GPR35 antagonists blocking zaprinast-driven arrestin recruitment, primary screen, imaging, U2OS, beta-arrestin-GFP, zaprinast agonist (AID 2058); U2OS GPR35 beta-arrestin-GFP translocation imaging, zaprinast antagonism; higher % means a stronger effect; one-dose inhibition, % at 10 µM; IC50 in µM for titrated hits; hit rate 0.052% among 290,000;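 active = inhibition of at least 50% with at least 30 cells and total cytoplasm GFP at most 10,000,000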
NOD2 inhibition – NOD2 signaling inhibitors, cell-based, luminescence, uHTS, HEK293 (AID 1566); HEK293 NOD2/NF-kB luciferase reporter, luminescence; higher % means a stronger effect; hit rate 0.63% among 290,000; inhibition, % at 4 µM; hits with a dose series show EC50 in µM; note: many of its hits are not listed in these tables
KOR beta-arrestin-2 – kappa opioid receptor blockers – cell-based, luminescence, uHTS (AID 1778); hit rate 0.091% among 290,000; inhibition, % at 10 µM; hits with a dose series show IC50 in µM; KOR beta-arrestin recruitment, luminescence, antagonist mode; higher % means a stronger effect; note: strong numbers were not always called active
NOD1 NF-kB reporter – NOD1 signaling inhibitors, primary screen, cell-based, luminescence, uHTS (AID 1578); NOD1-driven NF-kB luciferase reporter cells, luminescence; higher % means a stronger effect; inhibition, % at 4 µM, or EC50 in µM where a hit was titrated; hit rate 1% among 290,000; in the data active = inhibition mostly above about 36%, no sharp cut-off; inactive = mostly below about 34%;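 note: HEK-293T reporter cells stimulated with the NOD1 agonist gamma-tri-DAP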
HIV fusion peptide – inhibitors of HIV fusion peptide binding, primary screen, biochemical, uHTS, fluorescence dequenching (AID 1986) | inhibition, % at 20 µM; hits with a dose series show IC50 in µM | hit rate 0.3% among 290,000 | cell-free peptide binding, fluorescence dequenching, 30 min; higher % means a stronger effect; in the data active = inhibition mostly above about 52%, no sharp cut-off; inactive = mostly below about 76%; note: some results filed as inactive read as strong as hits
Myeloid diff MLP GFP+ MAC1+ % – also measured in Myeloid diff MLP; calls as there; GFP+ MAC1+ double positive, %; measured here: differentiation confirmed by MAC1 staining
Numbers without * were called inactive; i = inactive; nt = no result given; + = active, no number; [ ] = another dose, or the depositor's remark. Cut-off read from the data, not from the text of the source, unless noted: active = inhibition above about 50%; inactive = the rest. These rows are one share of the data; count on the stated rates, not on these rows.

item	mol	Myeloid diff MLP	Myeloid diff MLP GFP+ MAC1+ %	GPR55 antagonists	GPR55 beta-arrestin	KOR beta-arrestin-1	GPR35 arrestin U2OS	NOD2 inhibition	KOR beta-arrestin-2	NOD1 NF-kB reporter	HIV fusion peptide
1	CCN1CCN(CCCCSc2ccccc2)CC1	nt	nt	6%	-0.1%	-0.3%	5%	4%	6%	-32%	3.4%
2	Cc1sc(-n2cccc2)c(C(=O)O)c1C	i	0.7	2%	-0.3%	-2.8%	-4%	-4%	-36%	-25%	5.0%
3	CC1CCC2(CC1)NC(=S)N(c1ccccc1)N2 (centres undefined)	i	1.1	16%	0.3%	2.9%	6%	-108%	17%	-34%	-0.3%
4	COc1ccc(C(c2sc3nc(C)nn3c2O)N2CCc3ccccc3C2)cc1 (centres undefined)	i	2.4	1%	0.3%	-0.1%	-14%	-1%	-23%	-25%	-1.0%
5	COc1ccc(CN2CCNC(=O)C2CC(=O)NC2CCCC2)cc1OC (centres undefined)	i	0.7	20%	-0.1%	1.1%	3%	10%	16%	-6%	-0.5%
6	CN1C(C(=O)NCc2cccs2)=CC(c2ccc(F)cc2)=NS1(=O)=O	i	3.2	9%	-0.1%	0.4%	47%	6%	-18%	-10%	0.5%
7	CCCNC(=O)c1cc(S(=O)(=O)N2CCCCC2)c[nH]1	i	1.5	9%	-0.1%	-4.5%	-11%	17%	-26%[20 µM]	-9%	1.2%
8	CCOC(=O)N1CCC(N(C(=O)Nc2cccc(OC)c2)C(C)CC)CC1 (centres undefined)	i	0.8	-4%	-0.2%	-1.2%	-12%	-6%	5%	-24%	0.3%
9	CCn1c2c(c(=N)c3c1CCC3)CCCC2	i	0.2	11%	-0.1%	1.3%	-3%	14%	8%	-6%	-1.4%
10	Cc1c(N=Cc2cccs2)c(=O)n(-c2ccccc2)n1C	i	6.4	12%	-0.2%	-5.7%	-7%	-14%	37%	8%	11%
11	CCOC(=O)C1=C(C)N[C@@]2(O)c3ccccc3C(=O)[C@@]12O	i	0.7	8%	0.8%	-4.1%	8%	4%	-12%	-13%	-1.6%
12	CCCCC(=O)Nc1sc2c(c1C(=O)OCC)CCC(C=O)=C2Cl	i	1.1	-7%	nt	3.4%	4%	7%	-6%	nt	1.6%
13	Cc1ccc(S(=O)(=O)NC(=NC(C)C(=O)O)c2ccccc2)cc1 (centres undefined)	i	0.5	0%	-0.2%	-1.5%	5%	-22%	13%	3%	0.2%
14	CCOC(=O)CCSc1nc(C)cc(C(F)(F)F)c1C#N	+	18*	10%	0.2%	-1.6%	13%	3%	41%	-23%	82%*
15	CS(=O)(=O)c1ccc(C(=O)Nc2ccc(N3CCOCC3)cc2)c(Cl)c1	i	0.9	9%	-0.1%	-4.7%	-2%	2%	1%[20 µM]	-35%	0.2%
16	COCCCn1c2nc3ccccc3nc2c2c(=O)n(-c3ccccc3OC)cnc21	i	2.2	12%	-0.2%	-1.1%	-11%	6%	25%	-8%	-1.6%
17	CCCCC(=O)NC(=S)Nc1c(C)cc(Br)cc1C	i	0.5	6%	-0.5%	-1.6%	2%	0%	28%	-21%	2.1%
18	c1csc(CNc2ncnc3nc[nH]c23)c1	i	1.6	0%	-0.1%	1.5%	0%	18%	-3%	3%	-2.7%
19	OCC1(C2=NOC(O)(C(F)(F)F)C2)CCCCC1 (centres undefined)	i	0.9	-7%	-0.2%	5.2%	3%	-2%	-72%	11%	-0.7%
20	CCOC(=O)c1cnc2ccc(C)cc2c1NCCO	i	0.8	4%	0.5%	-4.5%	-1%	14%	-4%	-37%	1.7%
21	Cc1cc(C)n(-c2ccc(C(=O)OCC(=O)NCc3ccco3)cc2)n1	i	1.2	8%	0.1%	-2.6%	1%	1%	3%	-11%	3.9%
22	Cc1cc(NC(=O)COc2ccc(Cl)cc2Cl)n(-c2ccccc2)n1	i	0.9	34%	-0.1%	1.4%	5%	12%	13%	2%	0.2%
23	CCOC(=O)c1c(C)[nH]c(C(=O)COC(=O)CSC)c1C	i	2.8	-10%	-0.1%	-1.7%	7%	5%	-33%	-8%	0.2%
24	Fc1ccc(-c2cc3nc(-c4ccccc4)cc(N4CCN(CCN5CCOCC5)CC4)n3n2)cc1	+	18*	-5%	0.2%	2.7%	13%	-14%	-78%	7%	1.9%
25	CS(=O)(=O)N(CCC(=O)O)Cc1ccccc1	i	1.0	-10%	-0.1%	0.6%	1%	9%	18%	14%	-2.5%
26	CC1Oc2ccccc2C=C1/C=N\NC(=O)c1cccnc1 (centres undefined)	i	0.3	-3%	-0.1%	1.0%	-11%	0%	19%	-2%	-0.5%
27	O=[N+]([O-])c1ccccc1CN1CCN(Cc2c[nH]c3ccccc23)CC1	nt	nt	0%	0.1%	-3.4%	-12%	12%	25%	-6%	0.9%
28	Cn1c(SCC(=O)c2cccs2)nnc1-c1ccco1	i	6.2	0%	-0.2%	-9.5%	-8%	-2%	-33%	-5%	1.0%
29	O=C(C1CCC1)N(CCc1ccccc1)Cc1nc2ccccc2c(=O)[nH]1	i	0.5	-5%	-0.2%	-4.7%	2%	-21%	-13%	-25%	-2.3%
30	O=C(CSc1nnc(-c2ccncc2)n1CC1CCCO1)Nc1ccccc1Cl (centres undefined)	i	0.5	5%	0.2%	nt	-3%	3%	-9%[20 µM]	-12%	0.1%
31	O=C(NCc1ccco1)C1CC(=O)N(c2ccc(Cl)cc2)C1 (centres undefined)	i	0.5	6%	-0.3%	-6.3%	-2%	13%	-7%	-22%	1.2%
32	COc1cc(C(=O)NC(c2ccccc2)c2ccccc2)cc(OC)c1C	i	0.6	-2%	0.4%	0.1%	1%	-8%	-45%	-5%	0.7%
33	Cc1[nH]c(C(=O)N/N=C/c2ccc(C(=O)O)cc2)c(C)c1C(=O)N/N=C/c1ccc(C(=O)O)cc1	i	0.6	-4%	0.3%	-7.7%	-13%	0%	-26%	-16%	14%
34	CNC(=S)Nc1cccc(S(=O)(=O)NC2=NCCC2)c1	i	0.8	-15%	-0.3%	-2.2%	6%	22%	-24%	-13%	-1.9%
35	COc1ccc(Cl)cc1NC(=O)/C=C/C(=O)O	i	1.7	4%	-0.1%	2.7%	5%	7%	9%	-7%	-2.0%
36	O=C(O)CC(CNS(=O)(=O)c1cccc2nsnc12)c1ccccc1 (centres undefined)	i	0.2	-1%	0.0%	2.2%	-26%	18%	-42%	21%	-1.1%
37	CCn1c(SCC(=O)Nc2ccccc2C(=O)OC)nnc1-c1cccc(C)c1	i	5.9	-5%	0.2%	-3.9%	8%	6%	-14%	-3%	-0.1%
38	CCN(Cc1ccccc1)S(=O)(=O)c1ccc(S(=O)(=O)N2CCN(CCC#N)CC2)cc1	i	1.9	6%	-0.3%	-0.5%	10%	-1%	3%	-19%	-1.8%
39	Clc1ccc(-c2n[nH]c3c2CCC3)c(Cl)c1	i	2.7	-9%	0.6%	-2.6%	-1%	-3%	-14%	-3%	-1.5%
40	C#CCN1C(=O)C(O)(CC(=O)c2ccc3c(c2)OCCO3)c2ccccc21 (centres undefined)	i	2.0	1%	0.3%	4.6%	-8%	5%	-20%	-12%	2.1%
41	CN(CC(=O)NCc1ccccc1)Cc1cccc(F)c1	i	0.4	1%	0.0%	-0.7%	-7%	6%	8%	2%	0.8%
42	O=C(O)C1CC(c2ccccc2F)=NO1 (centres undefined)	i	1.7	15%	-0.1%	-0.3%	-13%	4%	-22%	-1%	1.3%
43	O=C(Nc1nc2c(s1)CCCC2)c1cc2n(n1)C(C(F)(F)F)CC(C1CC1)N2 (centres undefined)	i	0.7	-1%	-0.2%	0.2%	-2%	14%	-8%	-12%	1.6%
44	Cn1ccc(-c2ccccc2)c(C#N)c1=O	i	0.2	0%	0.1%	-1.0%	6%	-7%	-26%	-54%	-2.1%
45	O=C(CN(Cc1ccco1)C(=O)Cn1nnc(-c2cccs2)n1)NCC1CCCO1 (centres undefined)	i	0.6	9%	0.2%	nt	1%	5%	5%[20 µM]	-14%	0.3%
46	COc1ccc(-c2csc(N3CCC(c4ccccc4)C3)n2)cc1 (centres undefined)	i	0.0	17%	0.0%	7.2%	7%	-37%	4%	27%	-1.7%
47	Cc1ccc(-c2nnc(SCC(=O)N/N=C/c3ccc(C)s3)n2-c2ccccc2)cc1	i	1.2	-4%	-0.2%	1.7%	13%	-1%	15%	-2%	2.9%
48	CCOC(CNC(=O)c1cccn2c(=O)c3c(C)c(C)sc3nc12)OCC	i	0.6	-6%	-0.3%	3.9%	6%	14%	-5%	-12%	-2.3%
49	CC(CCc1ccco1)NC(=O)Cn1ncc2c1-c1ccccc1OC2 (centres undefined)	i	3.3	-10%	0.2%	-1.2%	-13%	3%	21%	-11%	5.0%
50	COc1ccccc1C(=O)NCC(=O)N/N=C/c1cccc(Cl)c1	i	0.3	4%	0.2%	-1.6%	11%	-4%	-2%	-7%	3.6%

The listing continues.
item	mol	Myeloid diff MLP	Myeloid diff MLP GFP+ MAC1+ %	GPR55 antagonists	GPR55 beta-arrestin	KOR beta-arrestin-1	GPR35 arrestin U2OS	NOD2 inhibition	KOR beta-arrestin-2	NOD1 NF-kB reporter	HIV fusion peptide
51	COc1cc(OC)cc(C(=O)NC(C)c2ccc(Br)cc2)c1 (centres undefined)	i	0.2	12%	-0.1%	5.4%	15%	-43%	-48%[20 µM]	42%	-3.1%
52	Cc1cc(OCc2nn[nH]n2)c2c(C)c(Cc3ccccc3)c(=O)oc2c1	i	0.4	8%	-0.1%	0.9%	22%	13%	-7%	7%	1.2%
53	COc1ccccc1CCN=C(N)NS(=O)(=O)c1cccs1	i	0.7	-12%	-0.4%	2.7%	2%	-29%	-6%	-42%	0.2%
54	O=C1/C(=C\c2ccc(-c3ccccc3Cl)o2)SC(=S)N1CC1CCCO1 (centres undefined)	i	1.2	0%	0.0%	4.0%	-3%	-9%	-30%	-88%	-1.2%
55	Cc1ccccc1N(CC(=O)O)S(C)(=O)=O	i	1.0	-4%	0.0%	-3.5%	-3%	16%	-24%	-13%	-1.5%
56	COc1ccc(Cl)cc1NC(=S)Nc1cccc(C)c1	i	0.6	11%	-0.1%	-1.6%	-11%	8%	-37%[20 µM]	-12%	-1.7%
57	Cn1c(CCNS(=O)(=O)c2ccccc2)nnc1SCc1cccnc1	i	2.3	9%	-0.2%	1.9%	-17%	-8%	-18%	-25%	-0.2%
58	CCOC(=O)C1(S(=O)(=O)c2ccc(Cl)cc2)CCN(Cc2ccc(Cl)cc2)CC1	i	0.4	11%	0.2%	-0.1%	-5%	19%	13%	25%	-0.6%
59	O=C(CC1C(=O)NCCN1Cc1ccccc1C(F)(F)F)NC1CCCCC1 (centres undefined)	i	4.8	0%	0.4%	9.4%	-2%	0%	-50%	4%	4.4%
